Bioassay records from PubChem.
PMI act satM6P: PMI (human) activation, high substrate; P34949; coupled PMI enzyme assay, resazurin fluorescence, 20 min; active compounds read high; 1 = untreated enzyme, 0 = substrate-free blank; activation factor at 20 µM; hit rate 0.34% among 190,000; AID 1216;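 active = activation factor of 2 or more at 20 µM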
Target sequence (P34949 whole entry, looked up): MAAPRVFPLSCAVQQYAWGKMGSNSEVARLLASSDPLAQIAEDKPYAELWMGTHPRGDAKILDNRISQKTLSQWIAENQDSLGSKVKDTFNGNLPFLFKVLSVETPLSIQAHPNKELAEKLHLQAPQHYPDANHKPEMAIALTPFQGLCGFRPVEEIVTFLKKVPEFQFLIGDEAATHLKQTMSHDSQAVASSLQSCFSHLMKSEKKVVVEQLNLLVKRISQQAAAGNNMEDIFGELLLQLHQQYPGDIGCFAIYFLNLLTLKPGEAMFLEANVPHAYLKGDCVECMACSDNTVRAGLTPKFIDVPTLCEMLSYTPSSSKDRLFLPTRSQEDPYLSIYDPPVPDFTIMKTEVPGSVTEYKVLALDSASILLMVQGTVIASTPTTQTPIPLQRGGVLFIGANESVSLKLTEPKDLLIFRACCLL
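Material: human phosphomannose isomerase with PGI, G6PDH, diaphorase coupling enzymes. Quantity: 15 ng/mL PMI. Medium: HEPES pH 7.4 buffer with MgCl2 and Tween-20. Reagent: Near-saturating mannose-6-phosphate, 1.0 mM. Compound: 20 µM single dose. Times: enzyme reaction with compound 20 min at room temperature. Detection: resorufin fluorescence at Ex 544/Em 590 nm.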
TLR4 MyD88 comp: TLR4-MyD88 interaction inhibition in cells; O00206+Q99836; HeLa CL3-4 TLR4/MyD88 BLA complementation, FRET ratio; inhibition, % at 8.4 µM; hit rate 0.18% among 200,000; in the data active = inhibition above about 25%;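 note: 0% = vehicle and 100% = reference inhibitor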
G6PDH CS: counter-screen for G6PDH assay hits: L. mesenteroides G6PDH inhibition. Purified L. mesenteroides G6PDH, diaphorase/resazurin coupled fluorescence, 45 min. inhibition, % at 5 µM. hit rate 0.12% among 200,000
Diaph inh CS: inhibits diaphorase or chemically oxidizes, flagging diaphorase assay artifacts; diaphorase resazurin-to-resorufin fluorescence, NADH, 16 min; bacterial (C. kluyveri) enzyme, not human; AID 1217; hit rate 0.69% among 190,000; inhibition, % at 20 µM;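 active = primary screen inhibition at 20 µM above a set limit, cut at about 50% in these data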;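 note: plate controls were DMSO with full reaction for no effect and wells lacking NADH for full effect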
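Assay system – diaphorase enzyme from Clostridium kluyveri · Amount – diaphorase 0.14 U/mL (working solution) · Times – reaction incubation of 16 min at room temperature · Controls – No-NADH positive control and DMSO neutral control · Signal – resorufin fluorescence 544/590 nm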
Hsp70 activator: transcriptional activators of Hsp70. HeLa Hsp70 promoter luciferase reporter, luminescence; scaled: vehicle 0, proteasome-inhibitor control 100%. AID 1203. hit rate 0.04% among 200,000. activation, % at 10 µM;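 active = activation above the mean across all tested compounds plus 3 SD, cutoff set per campaign, cut at about 5.5% in these data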;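 note: 100% = MG132 at 30 µM as the positive control and 0% = DMSO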
RAM inhibit: inhibitors of the yeast RAM network; inhibition, % at 50 µM; AID 868; S. cerevisiae dse1pr::URA3 reporter, 5-FOA growth OD615, 2 d; analog-sensitive cbk1-as2 kinase mutant strain; hit rate 1.8% among 190,000;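 active = inhibition above a set limit, 3 SD over mean compound inhibition, cut at about 8.4% in these data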;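 note: 0% = DMSO-only wells with no growth and 100% = 10 µM 1-NA-PP1 full growth; inhibition rescues growth on 5-FOA so higher OD means more RAM inhibition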
Redox H2O2 prof: compounds producing H2O2 with reducing agent – biochemical, NIH compound library profiling, artefact control for MLSCN library redox annotation, primary screen; DTT-dependent redox cycling H2O2, phenol red/HRP absorbance; 100% = 100 µM peroxide control, 0% = buffer; activation, % at 10 µM; hit rate 0.03% among 200,000; AID 878;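 active = activation of at least 50% relative to the plate's high and low controls in the primary single-dose screen; inactive = activation below 50%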;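 note: compound incubated with DTT at 0.8 mM final as the reducing agent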
Lmaj promast: inhibitors of Leishmania major promastigote growth; Leishmania major promastigotes, resazurin fluorescence viability; hit rate 9% among 200,000; inhibition, % at 10 µM;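 note: promastigotes grown with compound for 44 hours at 28 °C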
PMI act: increases human mannose-6-phosphate isomerase activity; purified human PMI, coupled resazurin fluorescence, 20 min; active compounds read high; 1 = vehicle control, 0 substrate-free wells; hit rate 0.005% among 190,000; activation factor at 20 µM;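 active = activation factor of 2 or more at 20 µM, relative to plate controls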
S1P3 antagonist: S1P3 (human) receptor antagonism; AID 485; Q99500; inhibition, % at 4.98 µM; CHO S1P3 NFAT-BLA reporter, FRET fluorescence, antagonist mode; hit rate 0.27% among 170,000;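 active = inhibition above the plate cutoff, the mean inhibition of test wells on that plate plus 3 SD, cut at about 28% in these data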;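 note: cells challenged with S1P at its EC80 of 0.8 µM; blue over green emission ratio from cleaved BLA substrate after 4 h stimulation; 0% = S1P-stimulated wells and 100% = unstimulated DMSO-only wells; some compounds past the cut are filed as inactive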
Target sequence (Q99500 whole entry, looked up): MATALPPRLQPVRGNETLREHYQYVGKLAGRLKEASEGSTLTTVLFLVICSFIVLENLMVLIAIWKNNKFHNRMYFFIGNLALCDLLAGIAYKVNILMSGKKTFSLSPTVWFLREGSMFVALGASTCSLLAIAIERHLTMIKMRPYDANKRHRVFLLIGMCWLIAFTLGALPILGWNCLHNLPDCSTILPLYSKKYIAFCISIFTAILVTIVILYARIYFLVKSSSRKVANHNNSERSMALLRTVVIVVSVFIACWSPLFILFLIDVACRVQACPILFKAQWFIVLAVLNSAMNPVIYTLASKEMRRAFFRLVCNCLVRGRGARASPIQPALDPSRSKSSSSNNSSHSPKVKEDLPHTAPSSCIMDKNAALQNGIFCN
Diaph act CS: counter-screen for diaphorase-based assays: diaphorase activators and chemical reducers | Diaphorase/resazurin coupled assay, resorufin fluorescence, 16 min; active compounds read high; 1 = vehicle wells, 0 = NADH-free wells | activation factor at 20 µM | hit rate 0.005% among 190,000 | AID 1229;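 active = diaphorase activity raised at least twofold by the compound at 20 µM; inactive = activation factor below 2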
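Assay system: bacterial diaphorase enzyme (C. kluyveri) / Input: enzyme 0.07 U/mL final / Medium: 50 mM HEPES pH 7.4 with 4.542 mM MgCl2, 0.005% Tween 20 / Doses: single compound dose of 20 µM, 1% DMSO final / Incubation: 16 min enzyme reaction, ambient temperature / Signal: fluorescence, excitation 544 nm and emission 590 nm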
Starred values were filed as active, the others as inactive; x = not tested or not shown. Cut-off read from the data, not from the text of the source, unless noted: active = inhibition above about 50%; inactive = the rest.

SMILES | PMI act satM6P | TLR4 MyD88 comp | G6PDH CS | Diaph inh CS | Hsp70 activator | RAM inhibit | Redox H2O2 prof | Lmaj promast | PMI act | S1P3 antagonist | Diaph act CS
O=c1nc2n(c3ccc([N+](=O)[O-])cc13)CCCCC2 | 0.9 | -11 | 2 | 11 | -0.2 | 1.5 | -1.8 | -4 | 0.9 | 3 | 0.9
Cc1ccc(SCCN)cc1C | 1 | -6 | -1 | 6 | 0.1 | 0.4 | 0.6 | 4 | 1.1 | 5 | 0.9
CC(C)(C)Nc1nc(SCC(=O)Nc2ccccc2)nc(N2CCOCC2)n1 | 1.1 | -6 | 13 | 2 | -0.1 | 1.4 | -0.8 | 9 | 1 | 8 | 1
CCCCC(=O)NCc1ccc(F)cc1 | 0.9 | -8 | 7 | 19 | -0.5 | 0.6 | -0.6 | -6 | 1 | 7 | 0.8
CCCOc1ccc(Cn2c(O)cc(=O)[nH]c2=O)cc1 | 0.9 | 16 | 2 | 15 | -0.4 | 0.8 | 0.4 | -14 | 0.9 | x | 0.8
CC1OC(Nc2ccc(N=Nc3ccccc3)cc2)C(O)C(O)C1O (stereo unspecified) | 0.9 | 8 | 3 | 15 | 0.4 | 0.5 | -3.4 | 6 | 0.9 | -7 | 0.9
O=C1CC(c2ccccc2)Cc2nc3nc(C(F)(F)F)nn3cc21 (stereo unspecified) | 1 | -6 | 7 | 24 | -0.2 | 2.4 | -0.1 | -4 | 1 | x | 0.8
O=C(Oc1cccc(N2C(=O)CCC2=O)c1)C1CC(=O)N(c2ccc(Br)cc2)C1 (stereo unspecified) | 0.9 | 6 | 6 | 12 | 0.0 | 0.1 | 0.7 | -8 | 0.9 | 10 | 0.9
COc1cc(C2NC(=S)NC(O)(C(F)(F)F)C2C(=O)c2cccs2)cc(OC)c1O (stereo unspecified) | 0.6 | -10 | 21 | 13 | -0.2 | -0.1 | -0.5 | -1 | 0.7 | 7 | 0.9
CCc1ccc(Nc2cc(C)nc3nc(C)nn23)cc1 | 1 | -3 | 13 | -3 | -0.1 | 0.3 | -0.5 | -6 | 1.1 | -18 | 1
COc1ccc(N(CC(=O)NCC(C)C)S(=O)(=O)c2ccccc2)cc1 | x | 6 | 13 | x | -0.6 | 1.4 | 0.5 | -6 | x | -6 | x
CCOC(=O)C1=C(C)C(c2ccccc2O)NC(=O)N1 (stereo unspecified) | 0.9 | -10 | 12 | 14 | -0.4 | 3.0 | 0.0 | 3 | 0.9 | x | 0.9
COc1ccc(NC(=O)COC(C)=O)cc1Cl | 1 | -4 | -2 | 2 | -0.4 | 0.5 | 0.1 | -5 | 1 | -8 | 1
Cc1ccc(C(=O)/C=C/c2ccc(F)cc2)o1 | 1 | -11 | -1 | -1 | 0.0 | -1.4 | 0.2 | 98* | 1.1 | 5 | 1
O=C(CCS(=O)(=O)Cc1ccccc1)NCc1ccco1 | 0.9 | -10 | -13 | 10 | -0.2 | 0.5 | -3.7 | -5 | 1 | -45 | 0.9
C=CCOC(=O)C1=C(C)NC(SCC(=O)NC(=O)OCC)=C(C#N)C1c1cccnc1 (stereo unspecified) | 1.3 | 9 | 1 | 7 | 0.0 | 2.0 | -1.1 | 10 | 1.3 | 2 | 0.9
Cc1ccc(-n2cc(CNCCN3CCOC3=O)c(-c3cccc(C)c3)n2)cc1 | x | 14 | 16 | x | -0.3 | -0.1 | -0.2 | 30 | x | -18 | x
O=C(CSc1ccc(F)cc1)Nc1ccccc1Br | 0.9 | -7 | -3 | 19 | -0.1 | 11* | 0.0 | -3 | 0.9 | -11 | 0.8
COc1cccc(NC(=O)C2CC(=O)N=C(N)S2)c1 (stereo unspecified) | 0.9 | 5 | 3 | 13 | -0.3 | -1.2 | -0.3 | -2 | 0.8 | -11 | 0.9
CN(CCCNC(=O)CSc1cc(=O)n(C)c2cc(Cl)ccc12)Cc1ccccc1 | 1.1 | -9 | -1 | -7 | -0.1 | 0.0 | -1.2 | 29 | 1.1 | -2 | 1.1
O=C(CSc1cccc[n+]1[O-])NC1CCCCCCC1 | 1 | 5 | -5 | 7 | -0.1 | 1.2 | 0.8 | -1 | 1.1 | -2 | 0.9
CCN(CCO)Cc1cc(=O)oc2cc3c(cc12)CCC3 | 1 | -13 | 3 | 13 | 0.2 | 2.8 | 0.9 | -5 | 1.1 | 9 | 0.9
CCOc1cc(CNCc2ccccn2)ccc1OCC(=O)NC1CCCCC1 | 1.1 | -7 | 2 | 4 | -0.3 | 0.9 | 0.0 | 1 | 1 | x | 1
CCCCCCCCC(=O)NCCOc1ccc(OC)cc1 | 1 | -12 | 2 | 11 | -0.3 | 1.6 | -0.2 | -9 | 1 | 7 | 0.9
Cc1ccccc1C1CCCN(Cc2nc(C3CC3)no2)C1 (stereo unspecified) | 1.1 | 7 | 13 | -13 | -0.1 | -0.2 | -0.1 | 5 | 1.1 | -9 | 1.1

An excerpt of these results, tab-delimited:
molecule	PMI act satM6P	TLR4 MyD88 comp	G6PDH CS	Diaph inh CS	Hsp70 activator	RAM inhibit	Redox H2O2 prof	Lmaj promast	PMI act	S1P3 antagonist	Diaph act CS
CCc1ccc(Nc2cc(C)nc3nc(C)nn23)cc1	1	-3	13	-3	-0.1	0.3	-0.5	-6	1.1	-18	1
COc1ccc(N(CC(=O)NCC(C)C)S(=O)(=O)c2ccccc2)cc1	x	6	13	x	-0.6	1.4	0.5	-6	x	-6	x
CCOC(=O)C1=C(C)C(c2ccccc2O)NC(=O)N1 (stereo unspecified)	0.9	-10	12	14	-0.4	3.0	0.0	3	0.9	x	0.9
COc1ccc(NC(=O)COC(C)=O)cc1Cl	1	-4	-2	2	-0.4	0.5	0.1	-5	1	-8	1
Cc1ccc(C(=O)/C=C/c2ccc(F)cc2)o1	1	-11	-1	-1	0.0	-1.4	0.2	98*	1.1	5	1
O=C(CCS(=O)(=O)Cc1ccccc1)NCc1ccco1	0.9	-10	-13	10	-0.2	0.5	-3.7	-5	1	-45	0.9

(listing goes on)
SMILES | PMI act satM6P | TLR4 MyD88 comp | G6PDH CS | Diaph inh CS | Hsp70 activator | RAM inhibit | Redox H2O2 prof | Lmaj promast | PMI act | S1P3 antagonist | Diaph act CS
NC(=O)COC(=O)CSc1ccc2ccccc2c1 | 1 | 7 | 4 | 8 | -0.2 | -0.6 | -2.1 | -2 | 1.1 | -6 | 0.9
CCC(=O)c1ccc(OCC(O)CN2CCCCC2)cc1 (stereo unspecified) | 1.1 | 2 | 11 | -14 | -0.3 | 1.3 | 0.1 | 66* | 1 | x | 1.1
O=C(CCl)Oc1ccc2occ(C(=O)c3cccs3)c2c1 | 1 | -1 | -4 | 21 | -0.1 | -1.9 | 0.1 | -3 | 0.9 | x | 0.8
CCC(CC)NC(=O)c1cc2c(C)nn(Cc3ccccc3Cl)c2s1 | 0.9 | -1 | -6 | 25 | -0.3 | 2.1 | 0.0 | 20 | 0.8 | x | 0.7
O=c1[nH]cnc2c1cnn2Cc1ccccc1 | 0.9 | -5 | 6 | 12 | 0.3 | 0.1 | -0.6 | -3 | 0.9 | x | 0.9
CCOC(=O)c1sc(NC(=O)Cc2ccc(C)cc2)nc1C | 1 | 4 | 10 | 16 | -0.2 | 6.1 | 0.6 | 18 | 1 | -13 | 0.8
CCCSc1ccc2nc(-c3ccccc3)cn2c1 | 0.9 | -9 | -10 | 18 | -0.6 | 0.1 | -0.8 | 15 | 0.9 | -5 | 0.8
CC1CCN(c2ccc([N+](=O)[O-])cc2C(=O)O)CC1 | 1.1 | -9 | 0 | 6 | -0.2 | 0.8 | -0.1 | -5 | 1.1 | -8 | 0.9
CC1CCN(S(=O)(=O)c2ccc(C(C)C)cc2)CC1 | x | 11 | 2 | x | -0.1 | 0.4 | 0.0 | 0 | x | -6 | x
O=C(CCn1nnc(-c2cccs2)n1)NC1CCCCC1 | 1.1 | -1 | 1 | -7 | -0.1 | 0.8 | 1.3 | -6 | 1.1 | -15 | 1.1
O=C(CS(=O)c1cccc(Cl)c1)Nc1ccccc1Cl (stereo unspecified) | 1.1 | -6 | 3 | 2 | 0.0 | 2.0 | -2.6 | -6 | 1.1 | x | 1
COc1ccc(NC(=O)N(Cc2ccc3c(c2)OCO3)C2CC(=O)N(c3ccc(OC)cc3)C2=O)cc1 (stereo unspecified) | 1 | -4 | -1 | -2 | -0.4 | 3.3 | 0.2 | -3 | 1 | x | 1
O=C(COc1ccc(C(F)(F)F)cc1[N+](=O)[O-])Nc1cccc(C(F)(F)F)c1 | 1.1 | -5 | -7 | 1 | -0.3 | 1.8 | 0.2 | -5 | 1.2 | 3 | 1
Cc1cc(C(=O)CN2C(=O)c3ccccc3S2(=O)=O)c(C)n1-c1ccccc1 | 1 | -5 | 0 | 25 | -0.2 | 2.9 | 0.8 | -10 | 0.9 | -21 | 0.8
CCOC(=O)c1ccc(NS(=O)(=O)CC)cc1 | 1 | -5 | -3 | 2 | 0.1 | 1.4 | 0.8 | -12 | 1 | 6 | 1
O=C(O)CSc1c(-c2ccccc2)[nH]c2ccccc12 | 1 | 8 | 2 | 13 | -0.3 | 0.5 | 0.0 | -1 | 1 | -1 | 0.9
O=C(Nc1nnc(-c2ccncc2)s1)Nc1ccccc1F | 1 | 0 | -2 | 14 | 0.0 | 2.8 | -1.9 | 60* | 1 | -14 | 0.9
Cc1ccc2nc(-c3ccc(NC(=S)NC(=O)C(C)C)cc3)sc2c1 | 1 | 4 | 5 | 12 | 0.2 | 1.6 | 0.0 | 1 | 0.9 | x | 0.9
O=C(CCCn1cnc([N+](=O)[O-])n1)Nc1cccc2ccccc12 | 0.6 | -9 | 3 | 17 | 0.1 | 0.1 | -0.3 | 35 | 1.1 | -11 | 0.8
COc1ccc(S(=O)(=O)NCCc2csc(-c3cccnc3)n2)cc1 | 1 | 2 | -14 | -2 | -0.3 | 1.5 | -0.8 | -5 | 1 | x | 1
